CYP2C9 inhib – blockers of cytochrome P450 2C9 activity – biochemical, luminescence, ADME assay, primary screen. P11712. CYP2C9 Supersomes, luciferin-H conversion. inhibition, % at 5 µM. 96,000 tested, 20% active. AID 777, 2007;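 active means blocking of liver enzyme CYP2C9 beyond about 50% at 5 µM, limit read from the data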; further: values of inactives mirror those of a sister screen read the other way
Target sequence (P11712 whole entry, looked up): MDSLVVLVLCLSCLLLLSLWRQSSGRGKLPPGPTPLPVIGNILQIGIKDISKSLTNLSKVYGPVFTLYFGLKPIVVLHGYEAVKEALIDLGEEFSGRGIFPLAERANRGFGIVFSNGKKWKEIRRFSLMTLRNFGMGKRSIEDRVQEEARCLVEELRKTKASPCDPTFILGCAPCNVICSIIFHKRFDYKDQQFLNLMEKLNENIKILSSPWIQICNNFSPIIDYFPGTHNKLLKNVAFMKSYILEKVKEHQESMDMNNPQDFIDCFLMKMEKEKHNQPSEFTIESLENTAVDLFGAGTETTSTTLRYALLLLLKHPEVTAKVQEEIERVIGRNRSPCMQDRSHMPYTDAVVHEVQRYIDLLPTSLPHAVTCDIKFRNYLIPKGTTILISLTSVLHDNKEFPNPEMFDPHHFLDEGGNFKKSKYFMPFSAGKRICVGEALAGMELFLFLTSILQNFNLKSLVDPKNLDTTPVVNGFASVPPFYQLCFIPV
CYP2C9 activ – human CYP2C9 activators, primary screen, biochemical, luminescence; Cytochrome P450 2C9 (Homo sapiens), P11712; recombinant CYP2C9, luciferin-H conversion; active compounds read high; factor 1 = untreated enzyme, 0 = blocked; activation factor at 5 µM; 96,000 tested, 1.4% active;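 active means activation factor of 2 or more for CYP2C9 at a 5 µM dose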;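 further: 0 = sulfaphenazole-blocked wells and 1 = vehicle-only wells; values of inactives mirror those of a sister screen read the other way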
Pyk2 oligo antag – antagonists of Pyk2 self-association, primary screen, Q293 cells, FERM NanoBiT luminescence, HTS; z-score (the deposit names both 25 µM and 10 µM); Protein-tyrosine kinase 2-beta (Homo sapiens), Q14289; active compounds read low; 99,000 tested, 0.83% active;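 active means Z-score of -3 or lower, scaled per plate to the spread of control and sample wells; inactive means z-score above -3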;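 further: negative z-score means lost luminescence so less FERM oligomerization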
Ecoli WT expand – growth inhibitors of wild-type E. coli, primary screen, strain BW25113, expanded library, OD600; OD600 absorbance; growth inhibition, % at 100 µM; 98,000 tested, 0.15% active; AID 710, 2007;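 active means growth inhibition above about 50% at one test dose, limit read from the data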;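 further: growth measured after 20 h incubation at 37 °C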
PLAP act – PLAP enzyme activators, biochemical, luminescence, HTS. purified PLAP enzyme, luminescent substrate read-out; active compounds read high. AID 696, 2007. activation fold at 20 µM. 96,000 tested, 1.2% active; in the data active means activation fold above about 2
Target sequence (P05187 whole entry, looked up): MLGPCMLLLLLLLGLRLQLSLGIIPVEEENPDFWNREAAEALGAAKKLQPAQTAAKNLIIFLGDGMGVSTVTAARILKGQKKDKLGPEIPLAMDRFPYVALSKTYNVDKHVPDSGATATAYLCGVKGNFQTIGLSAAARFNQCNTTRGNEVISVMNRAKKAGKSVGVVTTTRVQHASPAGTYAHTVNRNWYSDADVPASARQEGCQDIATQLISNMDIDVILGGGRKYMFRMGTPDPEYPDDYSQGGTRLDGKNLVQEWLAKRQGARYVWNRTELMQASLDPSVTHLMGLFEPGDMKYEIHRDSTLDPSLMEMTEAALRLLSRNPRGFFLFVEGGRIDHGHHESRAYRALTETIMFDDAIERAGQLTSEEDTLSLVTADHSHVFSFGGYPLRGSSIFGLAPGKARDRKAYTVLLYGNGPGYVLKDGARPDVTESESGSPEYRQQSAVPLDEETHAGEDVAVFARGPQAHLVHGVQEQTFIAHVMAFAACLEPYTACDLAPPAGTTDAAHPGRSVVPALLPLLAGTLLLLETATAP
CYP2C19 inh – blockers of cytochrome P450 2C19 activity – biochemical, luminescence, ADME assay, primary screen | AID 778, 2007 | 96,000 tested, 21% active | CYP2C19 Supersomes, luciferin-H EGE luminescence, 30 min | P33261 | inhibition, % at 5 µM;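 active means CYP2C19 inhibition above a set limit at 5 µM in the primary screen, cut at about 50% in these data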;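 further: plate controls were negative control wells for no effect and 2.5 mM tranylcypromine positive control for full effect; values of inactives mirror those of a sister screen read the other way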
EphB4 antag – EphB4-ephrin-B2 interaction antagonists, primary screen, biochemical, TNYL-RAW peptide probe, fluorescence polarization. Ephrin type-B receptor 4 (Homo sapiens), P54760. EphB4 LBD / TNYL-RAW-Alexa532 peptide. inhibition, % at 7 µM. 97,000 tested, 0.15% active. AID 720, 2007;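 active means inhibition above the screen-wide mean inhibition plus 3 SD, cut at about 15% in these data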;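 further: 0% = DMSO wells and 100% = excess unlabeled TNYL-RAW peptide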
CYP2C19 activ – human CYP2C19 activators, primary screen, biochemical, luminescence; recombinant CYP2C19, luciferin-H EGE luminescence; active compounds read high; 0 = fully inhibited enzyme, 1 = untreated enzyme; AID 1025, 2008; activation factor at 5 µM; 96,000 tested, under 10 active;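 active means activation factor of at least 2 at 5 µM in the primary screen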;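 further: 0 = wells with 2.5 mM tranylcypromine and 1 = vehicle-only wells; values of inactives mirror those of a sister screen read the other way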
PostGolgi yeast – phenotypic screen on post-Golgi transport, primary screen; post-Golgi transport phenotypic cell assay; inhibition, % at 10 µM; 98,000 tested, 0.9% active; AID 739, 2007; in the data active means inhibition above about 30%;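 further: yeast cells grown in 1536-well plates; yeast grown about 18 h at 30C before absorbance read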
* hit, by the source's call; · = not tested or not shown. No enrichment for hits; about 31% have a hit in one of these screens.

1: CCCN(CCO)Cc1cccc(Cl)c1
2: COc1cc(C(=O)Nc2ccc3c(c2)OCCO3)ccc1OC(C)C
3: Nn1cnnc1SCC(=O)Nc1ccc2c(c1)OCCO2
4: O=C(CCc1c[nH]c2ccccc12)NCc1ccc2c(c1)OCO2
5: O=C(NCCc1ccccc1)C1CCN(c2nc3ccccc3o2)CC1
Assay by compound	1	2	3	4	5
CYP2C19 activ	0.9	0.4	1	0.1	0.9
Ecoli WT expand	9.0	-3.0	8.0	-1.0	-11.0
PLAP act	0.9	1.3	0.9	0.9	1.1
PostGolgi yeast	-3.1	-5.7	0.7	-2.4	-0.3
CYP2C9 inhib	-4.8	10.1	-0.4	19.0	19.0
CYP2C19 inh	7.1	55.4*	0.1	91.8*	11.1
Pyk2 oligo antag	0.76	-0.36	2.07	0.63	0.16
EphB4 antag	7.8	1.5	-10.7	2.4	9.9
CYP2C9 activ	1	0.9	1	0.8	0.8

Three compounds out of the list above, ordered by their value in EphB4 antag, lowest first.
| nr | canonical_smiles | EphB4 antag |
| --- | --- | --- |
| 2 | COc1cc(C(=O)Nc2ccc3c(c2)OCCO3)ccc1OC(C)C | 1.5 |
| 4 | O=C(CCc1c[nH]c2ccccc12)NCc1ccc2c(c1)OCO2 | 2.4 |
| 1 | CCCN(CCO)Cc1cccc(Cl)c1 | 7.8 |

(more compounds)
6: Cc1ccc(C(O)c2ccncc2)cc1 (stereo not drawn)
7: O=C(c1ccc(CNS(=O)(=O)c2ccccc2)cc1)N1CCN(Cc2ccccc2)CC1
8: Cc1occc1-c1nnc(SCC(=O)N2CC(=O)Nc3ccccc32)n1CC(C)C
9: COC(=O)NCCOC(=O)N(O)c1ccc(Br)cc1
10: Cc1cc(C)nc(SC2CCCCC2O)n1 (stereo not drawn)
Assay by compound	6	7	8	9	10
CYP2C19 activ	0.3	0.6	1	0.3	1
Ecoli WT expand	9.0	4.0	0.0	8.0	5.0
PLAP act	0.9	1.7	1	0.9	0.9
PostGolgi yeast	-1.6	24.7	6.8	-4.3	-4.9
CYP2C9 inhib	77.8*	45.7	-4.5	1.9	-4.3
CYP2C19 inh	71.9*	40.9	2.7	68.3*	3.2
Pyk2 oligo antag	-0.66	0.43	0.04	0.36	0.87
EphB4 antag	8.5	4.5	-10.3	0.7	-2.1
CYP2C9 activ	0.2	0.5	1	1	1

11: Nc1nc(N2CCN(C/C=C/c3ccccc3)CC2)nc2ccccc12
12: CC(C)NC(=O)CC(=O)N/N=C/c1ccc(F)cc1
13: CCOC(=O)C1CCN(S(=O)(=O)c2ccc3[nH]c(=O)oc3c2)CC1
14: O=S(=O)(NCCSc1nc2ccccc2o1)c1ccccc1
15: CCNc1nc(NCC)nc(OCCNS(=O)(=O)c2cc(C)ccc2C)n1
Assay by compound	11	12	13	14	15
CYP2C19 activ	0.5	1	0.4	0.1	0.1
Ecoli WT expand	4.0	0.0	3.0	13.0	5.0
PLAP act	1.3	0.9	1.1	0.8	1.4
PostGolgi yeast	6.2	7.3	-3.0	4.4	-3.2
CYP2C9 inhib	70.3*	21.6	-1.7	72.9*	-33.5
CYP2C19 inh	51.3*	1.2	56.3*	89.4*	89.3*
Pyk2 oligo antag	0.05	-0.4	·	1.43	-0.06
EphB4 antag	-7.2	6.1	1.2	0.6	-5.6
CYP2C9 activ	0.3	0.8	1	0.3	1.3

16: CCCN1C(=O)C(NC(C)=O)c2ccccc21 (stereo not drawn)
17: CC(Sc1nnc(-c2ccc(Cl)cc2)n1C)C(N)=O (stereo not drawn)
18: CC(=O)c1ccccc1NC(=O)CSc1nnc2ccccn12
19: CCOC(=O)c1c(NC(=O)CSc2n[nH]c(N)n2)sc(CC)c1C
20: c1ccc(-c2csc(-n3cnnn3)n2)cc1
Assay by compound	16	17	18	19	20
CYP2C19 activ	1.1	1	1	0.5	0.4
Ecoli WT expand	-15.0	4.0	5.0	3.0	2.0
PLAP act	1.1	0.9	1	2.2*	0.8
PostGolgi yeast	-4.5	2.1	17.9	3.7	8.0
CYP2C9 inhib	14.3	-4.2	-5.7	75.5*	11.8
CYP2C19 inh	-10.2	-1.1	2.6	49.5	62.4*
Pyk2 oligo antag	1	-0.62	·	-2.49	0.22
EphB4 antag	-0.8	3.8	-0.8	·	1.9
CYP2C9 activ	0.9	1	1.1	0.2	0.9

21: O=C(Nc1cccc(Cl)c1)N1CCSc2cc(Cl)ccc21
22: CCSc1nnc(C)c2ccccc12
23: CCCNC(=O)c1c(N)n(-c2ccc(S(N)(=O)=O)cc2)c2nc3ccccc3nc12
24: CCN1CCc2c(sc(NC(=S)NC(=O)c3ccccc3)c2C#N)C1
25: O=C(CC1NC(=O)NC1=O)NC1(C(=O)NC2CCCCC2)CCCCC1 (stereo not drawn)
Assay by compound	21	22	23	24	25
CYP2C19 activ	1.1	1	1.1	0.6	1.2
Ecoli WT expand	-1.0	-10.0	-1.0	-4.0	1.0
PLAP act	1	1.1	1.4	1.1	1.1
PostGolgi yeast	0.3	3.9	-8.2	10.9	4.7
CYP2C9 inhib	6.1	-1.4	-2.9	46.4	-7.5
CYP2C19 inh	-6.0	2.1	-13.2	40.2	-19.3
Pyk2 oligo antag	-0.16	0.56	-0.04	-0.09	0.15
EphB4 antag	3.0	-1.7	-2.3	6.5	-3.1
CYP2C9 activ	0.9	1	1	0.5	1.1

Compounds listed so far containing a thiophene ring, fused or not, in the order listed:
19: CCOC(=O)c1c(NC(=O)CSc2n[nH]c(N)n2)sc(CC)c1C
24: CCN1CCc2c(sc(NC(=S)NC(=O)c3ccccc3)c2C#N)C1
Assay by compound	19	24
CYP2C19 activ	0.5	0.6
Ecoli WT expand	3.0	-4.0
PLAP act	2.2*	1.1
PostGolgi yeast	3.7	10.9
CYP2C9 inhib	75.5*	46.4
CYP2C19 inh	49.5	40.2
Pyk2 oligo antag	-2.49	-0.09
EphB4 antag	·	6.5
CYP2C9 activ	0.2	0.5

More structures follow:
26: O=[N+]([O-])C(/C=C(\Cl)[N+](=O)[O-])=C1N(Cc2ccc(Cl)nc2)CCN1Cc1ccc(Cl)nc1
27: O=S(=O)(NCCc1csc(-c2cccnc2)n1)c1ccc2c(c1)OCCO2
28: Cc1ccc(N(CC(=O)NCc2ccc3c(c2)OCO3)S(=O)(=O)c2c(C)noc2C)cc1
29: O=C(Nc1cccc(Cl)c1Cl)C1CCN(c2ncccn2)CC1
30: CC1(C)CC(=O)C2=C(C1)OC1=C(C(=O)CC(C)(C)C1)C2c1ccc(O)cc1O
Assay by compound	26	27	28	29	30
CYP2C19 activ	0.7	0.5	0	·	0.8
Ecoli WT expand	1.0	0.0	-6.0	-8.0	-2.0
PLAP act	0.7	1	0.9	·	1.3
PostGolgi yeast	2.0	-1.7	-14.3	7.6	3.2
CYP2C9 inhib	9.3	29.5	57.3*	·	-146.9
CYP2C19 inh	26.7	51.3*	97.6*	·	19.9
Pyk2 oligo antag	-1.57	·	·	1.43	-0.77
EphB4 antag	-9.8	1.8	0.7	-1.6	8.0
CYP2C9 activ	0.9	0.7	0.4	·	2.5*

31: O=C(COC(=O)c1ccc(S(=O)(=O)NCc2ccco2)cc1)NC1CCCCCC1
32: N#Cc1ccccc1CSc1nc2ncc(Br)cc2[nH]1
33: CC(=O)Oc1ccc(N2C(=O)CC(N3CCOCC3)C2=O)cc1 (stereo not drawn)
34: COc1nc(N2CCCCCC2)nc(N2CCCCCC2)n1
35: C(=N\Nc1nc(Nc2ccccc2)nc(N2CCOCC2)n1)/c1c[nH]c2ccccc12
Assay by compound	31	32	33	34	35
CYP2C19 activ	0.9	0.6	1.1	0.5	0
Ecoli WT expand	-5.0	1.0	6.0	2.0	-1.0
PLAP act	1.3	0.9	0.8	1.3	1.4
PostGolgi yeast	-2.1	-4.5	13.2	22.7	-3.5
CYP2C9 inhib	47.0	33.0	-9.2	50.8*	87.5*
CYP2C19 inh	13.0	35.9	-11.7	46.5	99.9*
Pyk2 oligo antag	0.1	-0.76	-0.66	-1.02	·
EphB4 antag	-1.6	·	·	1.1	2.7
CYP2C9 activ	0.5	0.7	1.1	0.5	0.1

36: CCCc1nnc(NC(=O)CNc2ccc(F)cc2)s1
37: CC(C)c1nnc(NC(=O)c2cccnc2)s1
38: CC1(C)C(=O)OC(C(=O)c2ccccc2)C(C)(C)C1=O (stereo not drawn)
39: COc1cccc(-c2nn(-c3ccccc3)cc2/C=C\C(=O)c2cccs2)c1
40: CCN(CC)C(=O)CSc1nnc(-c2cccs2)n1Cc1ccco1
Assay by compound	36	37	38	39	40
CYP2C19 activ	0.7	1.1	0.1	0.7	1
Ecoli WT expand	0.0	7.0	-4.0	-22.0	7.0
PLAP act	1	1.2	1	0.9	1
PostGolgi yeast	-3.8	1.0	-0.6	0.2	-5.4
CYP2C9 inhib	-13.0	8.2	58.3*	57.7*	9.6
CYP2C19 inh	29.6	-6.6	91.3*	32.6	-0.8
Pyk2 oligo antag	0.91	-0.05	0.2	-1.54	-1.88
EphB4 antag	16.0*	1.9	0.2	-0.3	0.9
CYP2C9 activ	1.1	0.9	0.4	0.4	0.9

41: O=C(CCn1nc(-c2ccccc2)ccc1=O)N1CCCC1
42: O=c1oc2cc(O)ccc2c2c1CCCC2
43: CCC(C)(C(=O)NC1CCCCC1)N(CC1CCCO1)C(=O)CNC(=O)c1ccccc1 (stereo not drawn)
44: CCC(C)(C)n1nnnc1CN(Cc1cccs1)Cc1cc2cc(OC)ccc2[nH]c1=O
45: CC(NC(=O)c1ccc(=O)oc1)c1ccccc1 (stereo not drawn)
Assay by compound	41	42	43	44	45
CYP2C19 activ	0.9	0.8	1	0.3	0.9
Ecoli WT expand	5.0	11.0	0.0	-5.0	7.0
PLAP act	0.9	1.1	1.3	1.4	0.8
PostGolgi yeast	6.9	-5.5	-8.3	-3.2	7.8
CYP2C9 inhib	2.9	-164.5	-4.7	59.3*	-6.6
CYP2C19 inh	5.9	20.2	-0.9	70.1*	8.2
Pyk2 oligo antag	-0.14	1.98	0.95	1	-0.7
EphB4 antag	1.1	2.5	0.3	·	1.6
CYP2C9 activ	1	2.6*	1	0.4	1.1

46: COc1cc(/C=C(\C#N)c2nc3c(s2)CC(C)CC3)ccc1O (stereo not drawn)
47: Cc1ccc(C)c(N2CCN(C(=O)Cc3cn(C)c4ccccc34)CC2)c1
48: Cc1ccc(C(=O)N2CCN(c3ccc(C(F)(F)F)cn3)CC2)c(C)c1
49: COc1ccc(CCNC(=O)CCCCn2c(=O)[nH]c3ccccc3c2=O)cc1OC
Assay by compound	46	47	48	49
CYP2C19 activ	1	0.5	0.4	0.8
Ecoli WT expand	1.0	-22.0	1.0	-5.0
PLAP act	1.1	1.3	1.2	1
PostGolgi yeast	4.8	-0.8	3.0	3.1
CYP2C9 inhib	-74.5	4.3	18.9	68.4*
CYP2C19 inh	2.4	46.2	63.5*	16.8
Pyk2 oligo antag	-2.11	0.31	-0.08	-0.49
EphB4 antag	0.9	-6.9	-1.5	2.3
CYP2C9 activ	1.7	1	0.8	0.3
